# SKN-1 inh – C. elegans SKN-1 inhibition | C. elegans VP596 Pgst-4::GFP/RFP ratio, acrylamide-induced, 24 h | inhibition, % at 21.8 µM | 360,000 tested, 0.49% active | AID 624304;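 active = interference check ratio from 0.5 to 1.5 plus GFP to RFP signal ratio inhibition reaching or exceeding a fixed threshold, cut at about 30% in these data, passing the limit was not always enough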; note: some compounds called inactive have numbers as strong as hits
# Rpn11 block – blocks the human proteasome subunit Rpn11. O00487. human 26S proteasome, Ub4-pepOG fluorescence polarization; 20S core pre-blocked with epoxomicin. calls only at 20 µM. 360,000 tested, 0.59% active. AID 588493;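 active = inhibition at 20 µM, scaled to each plate's controls, above about 33%, limit read from the data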
# SUMO1 PPI mod – modulators of human SUMO1-mediated protein-protein interactions | P63165 | SUMO1 binding to a labelled peptide, TR-FRET, 1 h | inhibition, % at 20 µM | 360,000 tested, 0.33% active | AID 602429; in the data active = inhibition above about 37%
# Scp-1 inhibitor – blocks human Scp-1 phosphatase activity; Q9GZU7; Recombinant Scp1, phosphopeptide, malachite green phosphate absorbance; inhibition, % at 20 µM; 340,000 tested, 0.88% active; AID 493091;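 active = inhibition above about 50% at 20 µM, limit read from the data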;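 note: plate controls were DMSO wells with enzyme for no effect and wells lacking enzyme for full effect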
#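 assay system = SCP-1 phosphatase catalytic domain, residues 76-261 | buffer or medium = 50 mM Tris acetate pH 5.5, 0.005% Tween-20, 10 mM MgCl2 | incubation = enzyme reaction 45 min at room temperature, colour 5 min, stabilisation 30 min | signal = Phosphate-binding colour reagent, absorbance read at 630 nm | measure = % inhibition at 20 µM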
# MT1-MMP act inh – MT1-MMP (human) activation inhibition; P50281; HT1080 RFP-PRO-GFP cells, GFP/RFP ratio fluorescence, overnight; percent of plate control window, DMSO zero; GFP/RFP ratio change, % at 20 µM; 360,000 tested, 0.061% active;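 active = GFP/RFP ratio change of at least 30% with cell ATP level not reduced by more than half and red fluorescence within 50% of control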; note: strong numbers were not always called active
#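 Assay system: HT1080 RFP-PRO-GFP cells | Dosing: 20 µM single dose, 1% DMSO | Incubation: Cells overnight before dosing, compound overnight, 37 °C, 5% CO2 | Evaluation: GFP/RFP fluorescence ratio | Control set: DMSO-only wells and HT1080 RFP-L50D-GFP cell wells as references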
# LMPTP inh – LMPTP (human) inhibition | inhibition, % at 20 µM | recombinant LMPTP-A, OMFP fluorogenic substrate, fluorescence intensity | 360,000 tested, 0.22% active | AID 651560;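 active = compounds that cut the enzyme signal by at least half of the control window in the single-dose screen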;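 note: plate controls were DMSO wells with enzyme plus substrate for no effect and substrate without enzyme for full effect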
#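 material = LMPTP-A | quantity = 0.625 nM enzyme | reagent = OMFP substrate, 400 µM final | buffer or medium = Bis-Tris pH 6.0, DTT, detergent | detection = endpoint fluorescence intensity from OMFP dephosphorylation | dosing = single 20 µM dose | read-out basis = % inhibition relative to no-enzyme and uninhibited control wells | control set = no-enzyme and uninhibited controls | timing = 50 min at room temperature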
# CendR NRP1 mod – modulators of CendR peptide binding to human neuropilin-1 | O14786 | FAM-RPARPAR peptide binding to NRP-1, fluorescence polarization | inhibition, % at 25 µM | 360,000 tested, 0.85% active | AID 602438;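 active = inhibition or corrected inhibition above about 18%, plus a signal ratio from 0.5 to 1.5, limit read from the data, passing the limit was not always enough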; note: strong numbers were not always called active
# STEP block – blocks human striatal-enriched tyrosine phosphatase | P54829 | recombinant STEP, OMFP fluorogenic substrate, fluorescence | inhibition, % at 20 µM | 360,000 tested, 0.25% active;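 active = inhibition at 20 µM, scaled per plate between control wells, above about 37%, limit read from the data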;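 note: 0% = DMSO with enzyme and substrate and 100% = substrate only without enzyme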
#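 Material: STEP (striatal-enriched tyrosine phosphatase) enzyme, cell-free | Medium: 50 mM Bis-Tris pH 6.0 with 2.5 mM DTT and 0.005% Tween 20 | Read-out: Percent inhibition scaled to no-enzyme and uninhibited-enzyme controls, plate-pattern corrected | Signal: Fluorescence read at 480 nm ex / 540 nm em | Times: 20 min reaction, room temperature, in the dark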
# DNMT1 inh – inhibitors of human DNMT1 | DNMT1 molecular beacon, Hinp1I cleavage, fluorescence | inhibition (reported as % activation of signal), % at 10 µM | AID 588458 | 360,000 tested, 0.83% active; in the data active = inhibition above about 50%
# Target sequence (P26358 504-1616 limits assumed): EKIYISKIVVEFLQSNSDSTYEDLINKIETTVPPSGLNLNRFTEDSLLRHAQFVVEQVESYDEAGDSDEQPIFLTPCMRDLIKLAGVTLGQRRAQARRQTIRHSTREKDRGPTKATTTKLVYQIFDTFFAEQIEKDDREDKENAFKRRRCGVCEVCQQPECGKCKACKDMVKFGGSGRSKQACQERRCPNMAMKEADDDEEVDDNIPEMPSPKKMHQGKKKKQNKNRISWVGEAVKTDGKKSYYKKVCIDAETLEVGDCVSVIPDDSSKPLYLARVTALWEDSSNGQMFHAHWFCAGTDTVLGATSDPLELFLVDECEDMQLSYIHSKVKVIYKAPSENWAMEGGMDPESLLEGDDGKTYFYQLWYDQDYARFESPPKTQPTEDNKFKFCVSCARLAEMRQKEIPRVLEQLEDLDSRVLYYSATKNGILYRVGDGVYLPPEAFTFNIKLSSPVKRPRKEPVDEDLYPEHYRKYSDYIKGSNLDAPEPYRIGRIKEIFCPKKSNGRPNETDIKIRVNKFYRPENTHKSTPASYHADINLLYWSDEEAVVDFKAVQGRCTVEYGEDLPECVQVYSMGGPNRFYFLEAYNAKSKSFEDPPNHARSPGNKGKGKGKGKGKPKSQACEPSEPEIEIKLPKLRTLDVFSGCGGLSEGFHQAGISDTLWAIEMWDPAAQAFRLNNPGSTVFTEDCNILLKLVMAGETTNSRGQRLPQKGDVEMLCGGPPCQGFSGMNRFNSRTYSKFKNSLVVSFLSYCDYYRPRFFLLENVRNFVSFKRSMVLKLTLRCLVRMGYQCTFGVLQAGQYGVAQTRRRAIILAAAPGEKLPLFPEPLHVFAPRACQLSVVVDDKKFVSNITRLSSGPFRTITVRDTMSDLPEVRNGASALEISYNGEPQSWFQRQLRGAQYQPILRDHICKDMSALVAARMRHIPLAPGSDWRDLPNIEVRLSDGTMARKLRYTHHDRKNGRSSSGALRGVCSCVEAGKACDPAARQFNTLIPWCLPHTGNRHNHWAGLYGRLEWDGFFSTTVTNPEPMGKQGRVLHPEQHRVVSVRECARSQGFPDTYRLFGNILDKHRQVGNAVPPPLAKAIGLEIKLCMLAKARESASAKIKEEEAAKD
# NadD block – inhibitors of Staphylococcus aureus NadD | purified NadD enzyme, colorimetric absorbance read-out | 360,000 tested, 0.78% active | inhibition, % at 20 µM; in the data active = inhibition above about 26%; note: some compounds past the cut are filed as inactive
# Numbers without * were called inactive; i = inactive; . = not tested or not shown; + = active, no number.
1	CCN(CC)C(=O)c1ccc(NC(=O)CCCSc2ccccc2)cc1
2	CCN(CC(=O)Nc1ccc(NC(C)=O)cc1)C(=O)CSC(c1ccccc1)c1ccccc1
3	COC(=O)C1=C(c2ccc(C(C)=O)cc2)C[C@@H]2CC[C@H]1N2C(=O)NCc1ccc(C(F)(F)F)cc1
4	CSc1ncc(CN2CCCC(C(=O)c3sccc3C)C2)cn1 (stereo not given)
5	CCN(CC)S(=O)(=O)c1cc(NC(=O)C(C)N2CC=C(c3ccccc3)CC2)ccc1C (stereo not given)
6	CN1CCN(c2ccc([N+](=O)[O-])c(Sc3nncn3C)c2)CC1
7	CC(=O)Nc1cc([As](=O)(O)O)ccc1O
8	COCCCn1c(N)c(C(=O)OCCOC)c2nc3ccccc3nc21
assay / entry	1	2	3	4	5	6	7	8
Rpn11 block	i	i	i	i	i	i	i	i
MT1-MMP act inh	4	0	-3	6	-1	-1	-2	1
LMPTP inh	-0.4	1.1	0.3	-1.4	1.2	0.0	-0.6	1.5
SKN-1 inh	1	6	0	2	10	4	6	-5
NadD block	-3	-11	-3	0	-5	4	3	-4
DNMT1 inh	0	-5	4	1	-9	3	2	27
CendR NRP1 mod	0	6	-8	0	-13	3	8	13
SUMO1 PPI mod	-3	3	-2	1	-5	-23	3	34
Scp-1 inhibitor	14	-2	-8	-9	-3	1	-12	-9
STEP block	-8	-2	-4	-1	1	-3	-1	1

9	COC(=O)[C@@H]1C[C@@]1(C)[C@@H](NP(=O)(c1ccccc1)c1ccccc1)c1ccccc1
10	Cc1cccc(CN2CCN(CC(=O)N3CCC4(CC3)OCCO4)C2=O)c1
11	COc1ccc(-n2c(Cc3ccccc3)nc3ccccc3c2=O)cc1
12	Clc1ccccc1CNC1CN2CCC1CC2 (stereo not given)
13	Cc1ccccc1OP(=O)(Oc1ccccc1C)N1CCOCC1
14	CCCCCCn1c(O)c(C=Nc2ccccc2N2CCOCC2)c(=O)[nH]c1=S
15	Cc1nc2cc([N+](=O)[O-])ccc2c(=O)n1-c1ccccc1[N+](=O)[O-]
16	O=C(O)c1cc2ccccc2oc1=O
assay / entry	9	10	11	12	13	14	15	16
Rpn11 block	i	+	i	i	i	i	i	i
MT1-MMP act inh	-5	1	-1	-3	3	3	5	3
LMPTP inh	0.0	-1.0	0.9	-5.1	-0.2	-0.1	-1.3	-0.9
SKN-1 inh	2	-6	4	-8	10	4	0	-1
NadD block	-1	1	-6	2	-1	1	5	2
DNMT1 inh	2	0	-1	2	-1	9	0	-1
CendR NRP1 mod	-2	6	2	26*	7	-49	-5	-2
SUMO1 PPI mod	0	1	1	-2	2	-19	-20	-1
Scp-1 inhibitor	-5	8	-8	-1	.	-23	-1	-3
STEP block	3	-1	-3	-1	4	-1	-2	14

17	CC1(C)OC1COc1c2occc2cc2ccc(=O)oc12 (stereo not given)
18	CC(=O)Nc1cc(C(=O)N2CCC3(CC2)OCCO3)ccc1S(=O)(=O)c1ccc(C)cc1
19	c1cnc2c(c1)ccc1ncccc12
20	COC(=O)C1=C(c2cccc(C#N)c2)C[C@@H]2CC[C@H]1N2C(=O)NCc1cc(C)oc1C(F)(F)F
21	Cc1ccc(/C=C2\C(=O)NC(=S)N(c3ccc(F)cc3)C2=O)s1
22	CC1(C)COC(Nc2ccc(Cl)cc2)=N1
23	Cc1ccccc1NC(=O)COC(=O)c1cc(C)n(C2CC2)c1C
24	CCCCC(=O)N/N=C/c1c(O)n(-c2ccccc2)c(=O)[nH]c1=O
assay / entry	17	18	19	20	21	22	23	24
Rpn11 block	i	i	i	i	i	i	i	i
MT1-MMP act inh	1	3	-7	2	-7	-5	-3	0
LMPTP inh	0.7	-2.9	0.6	-0.2	0.5	0.4	0.2	-0.7
SKN-1 inh	17	8	10	-5	36*	-9	0	1
NadD block	0	7	-8	0	32*	-1	-3	4
DNMT1 inh	3	1	7	9	11	2	-9	1
CendR NRP1 mod	-7	-2	-2	-10	-35	-7	6	-15
SUMO1 PPI mod	3	0	-1	4	10	-1	36	2
Scp-1 inhibitor	-2	5	-11	-2	5	5	-7	-4
STEP block	-4	-2	-1	2	0	0	-2	3

# Some entries already given, reduced to SUMO1 PPI mod, MT1-MMP act inh and Rpn11 block:
entry | molecule | SUMO1 PPI mod | MT1-MMP act inh | Rpn11 block
16 | O=C(O)c1cc2ccccc2oc1=O | -1 | 3 | i
17 | CC1(C)OC1COc1c2occc2cc2ccc(=O)oc12 (stereo not given) | 3 | 1 | i

# (next part)
25	Cc1cc(N(CCCl)CCCl)ccc1C=NNC(=O)c1cccnc1
26	C=C1C(=O)OC2CCN3CC=C(COC(=O)C(C)(O)C4(CO4)C1C)C23 (stereo not given)
27	COc1ccc(NC(=O)N2CCC3(CC2)OCCO3)cc1
28	CCOP(=O)(OCC)C(NC(=O)c1ccccc1)=C(Cl)Cl
29	COc1ccccc1OCCCn1cc(C(C)=O)c2ccccc21
30	CN(C)C(=O)Oc1ccc(OCc2nc3ccccc3[nH]2)cc1
31	O=C1NC(=O)N(c2ccc(Cl)cc2)C(=O)/C1=C\c1ccc(Sc2nc3ccccc3[nH]2)o1
32	Brc1ccc2c(c1)-n1nncc1CN(CC1CCCCC1)C2
assay / entry	25	26	27	28	29	30	31	32
Rpn11 block	i	i	i	i	i	i	+	i
MT1-MMP act inh	14	4	2	4	3	4	21	1
LMPTP inh	0.4	0.9	1.0	-2.9	0.3	-1.0	4.6	0.1
SKN-1 inh	1	14	8	16	-10	12	70	15
NadD block	3	-1	-2	-2	-6	-5	55*	-6
DNMT1 inh	-4	-1	0	0	2	2	34	-3
CendR NRP1 mod	-2	-7	-7	-12	0	-10	-138	7
SUMO1 PPI mod	-11	-1	-2	-1	-3	-1	31	11
Scp-1 inhibitor	3	.	-4	0	-10	-3	22	.
STEP block	3	2	-3	-3	0	1	0	3

33	O=c1[nH]c(=O)n(CCc2ccccc2)c(O)c1C=NC1CC1
34	COCCCN=Cc1c(O)[nH]c(=S)[nH]c1=O
35	COc1ccc(C(=O)C2CCCN(Cc3ccc(F)cc3F)C2)cc1F (stereo not given)
36	C=CCc1cc(C=C2C(=O)N(C)C(=O)N(C)C2=O)cc(OCC)c1OCc1ccccc1
37	O=[N+]([O-])c1ccc(N2CCCC2)cc1N/N=C1\CN2CCC1CC2
38	CC(=O)N(C)CC#CCN1CCCC(CO)C1 (stereo not given)
39	O=C1NC(=O)C(CCc2ccncc2)(CCc2ccccn2)C(=O)N1c1ccc(Br)cc1 (stereo not given)
40	COc1ccc(NS(=O)(=O)c2ccc(OCC(=O)N3CCN(C)CC3)cc2)cc1Cl
assay / entry	33	34	35	36	37	38	39	40
Rpn11 block	i	i	i	i	i	i	i	i
MT1-MMP act inh	2	-1	1	-12	1	-1	-2	0
LMPTP inh	-1.3	-0.2	-1.5	5.0	7.6	1.3	-1.7	0.2
SKN-1 inh	7	2	6	12	12	3	-1	23
NadD block	-5	1	-3	17	-3	2	9	-2
DNMT1 inh	1	0	0	6	-6	9	1	0
CendR NRP1 mod	-15	-6	-6	-17	-5	-3	6	-16
SUMO1 PPI mod	5	2	7	5	-51	-6	3	3
Scp-1 inhibitor	-4	-8	-6	-12	-1	-1	-1	-7
STEP block	3	-1	-3	0	4	0	1	0

41	O=c1c2ccccc2nc(Cc2ccccc2)n1-c1ccccc1
42	Clc1cccc(N2Cc3ccccc3-n3nncc3C2)c1
43	Cc1ccc(-n2c(C)nc3ccccc3c2=O)c(C)c1
44	CC(=O)C1CCC2C3CCC4CC(O)CCC4(C)C3C(O)CC12C (stereo not given)
45	CN1C(C(=O)N2CCC3(CC2)OCCO3)=CC(c2ccc(F)cc2)=NS1(=O)=O
46	CC(Cc1ccccc1)N(C)CC1C(=O)C2CCC1C2 (stereo not given)
47	CCOc1cc2c(cc1OCC)-n1cccc1C(c1ccc(OC(F)F)cc1)NC2 (stereo not given)
48	CC(C)N1CCN(Cc2ccccc2C(F)(F)F)CC1CCO (stereo not given)
assay / entry	41	42	43	44	45	46	47	48
Rpn11 block	i	i	i	i	i	i	i	i
MT1-MMP act inh	-4	4	0	1	-1	2	-3	-4
LMPTP inh	-0.4	-0.1	-1.7	-1.7	-0.2	-1.0	-2.3	-1.0
SKN-1 inh	6	18	4	10	13	4	16	-4
NadD block	0	-3	-7	-2	1	-4	-2	-8
DNMT1 inh	1	-4	7	2	1	6	-4	0
CendR NRP1 mod	2	0	5	-6	14	-5	-2	-4
SUMO1 PPI mod	1	2	6	6	-3	-7	2	-2
Scp-1 inhibitor	-6	.	-5	5	-6	5	0	3
STEP block	4	1	-4	-1	-3	0	0	0

# Gathered by group: those above with a thiophene ring, fused or not
4	CSc1ncc(CN2CCCC(C(=O)c3sccc3C)C2)cn1 (stereo not given)
21	Cc1ccc(/C=C2\C(=O)NC(=S)N(c3ccc(F)cc3)C2=O)s1
assay / entry	4	21
Rpn11 block	i	i
MT1-MMP act inh	6	-7
LMPTP inh	-1.4	0.5
SKN-1 inh	2	36*
NadD block	0	32*
DNMT1 inh	1	11
CendR NRP1 mod	0	-35
SUMO1 PPI mod	1	10
Scp-1 inhibitor	-9	5
STEP block	-1	0

# Continuation.
49	CCOC(=O)c1nsnc1NCCCl
50	O=C(CCc1nnc2ccc(NCc3ccccc3Cl)nn12)N1CCC2(CC1)OCCO2
51	COc1cc(OC)c(OC)cc1C=O
52	Nc1ccnn1C1CCNCC1
53	C[N+](C)(C)CCOC(=O)CBr
54	COc1ccc(N=Cc2c(O)n(C)c(=O)[nH]c2=O)cc1
55	O=[N+]([O-])c1ccc(C2[C@H]3C(c4ccccc4)=NC4(CCCCC4)N23)cc1 (stereo not given in full)
56	O=C(NC1CN2CCC1CC2)c1ccc(-c2ccc([N+](=O)[O-])cc2)o1 (stereo not given)
57	CCS(=O)(=O)NCc1nnc2n1-c1ccc(Br)cc1C(c1ccccc1Cl)=NC2
assay / entry	49	50	51	52	53	54	55	56	57
Rpn11 block	i	i	i	i	i	i	i	i	i
MT1-MMP act inh	-1	-1	0	3	2	-4	-1	0	-1
LMPTP inh	-0.2	0.0	-0.7	-6.2	-1.8	-1.8	-1.0	2.4	-0.1
SKN-1 inh	6	2	7	27	-9	8	-4	13	10
NadD block	-7	1	2	5	-1	2	3	2	-2
DNMT1 inh	0	-1	39	-3	2	0	-5	-2	-4
CendR NRP1 mod	22*	5	7	-3	-5	-96	-7	-2	8
SUMO1 PPI mod	-5	5	-3	0	5	-9	-15	-29	2
Scp-1 inhibitor	-6	-9	-10	-8	-1	3	6	0	-4
STEP block	-2	-2	-2	-2	0	5	1	-1	-2

# This is a subset. The share of hits here may be higher or lower than overall.
